# Luc counter = Counterscreen for Luciferase (Kinase-Glo TM) Inhibition; Luciferin 4-monooxygenase (Photuris pensylvanica), Q27757; Kinase-Glo luciferase, ATP luminescence, 8 min; hit rate 0.28% among 200,000; Potency, µM (top dose mostly 38.3 µM), for inactives: top-dose activity change, negative = inhibition, hits mostly inhibitors; note: % is set by controls: 0 for no effect and ±100 for the full control effect; nearly all actives have a fitted effect of over 60% in size
#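 Kinase-Glo luciferase light output from ATP and luciferin was measured with 10 uM ATP, within the enzyme's linear range. Buffer: 50 mM imidazole pH 7.2, 50 mM KCl, 7 mM MgCl2, 0.01% Tween 20, 0.05% BSA; luminescence read after 8 min at ambient temperature.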
# ALDH1A1 inh = qHTS Assay for Inhibitors of Aldehyde Dehydrogenase 1 (ALDH1A1); Aldehyde dehydrogenase 1A1 (Homo sapiens), P00352; Purified ALDH1A1, NADH fluorescence, propionaldehyde substrate; Potency, µM (series often up to 75.3 µM), for inactives: at the highest dose activity, negative = inhibition, most hits filed as inhibitors; hit rate 7.3% among 220,000; AID 1030, 2008; active = well fitted inhibition curve with a large enough effect, not every such curve was filed as active; inconclusive = small, poorly fitted or top-dose-only effect, or another doubt; inactive = no such curve, though single readings can be large or run the other way;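 note: plate controls were no enzyme wells and a reference inhibitor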
# KDM4E inh = qHTS Assay for Inhibitors of Human Jumonji Domain Containing 2E (JMJD2E); Lysine-specific demethylase 4E (Homo sapiens), B2RXH2; JMJD2E catalytic domain, FDH-coupled NADH fluorescence (FDH is formaldehyde dehydrogenase); Potency, µM (top dose mostly 57.1 µM), for the others: at the top dose activity change, negative = inhibition, most hits filed as inhibitors; hit rate 1.6% among 230,000; active = well fitted inhibition curve with a large enough effect, not every such curve was filed as active; inconclusive = small, poorly fitted or top-dose-only effect, or another doubt; inactive = no such curve, though single readings can be large or run the other way;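 note: 0% = wells with enzyme and -100% = buffer wells without enzyme; nearly all actives have a fitted effect of over 50% in size; many of its hits are not listed in these tables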
# L3MBTL1 inh = qHTS Assay for the Inhibitors of L3MBTL1; AlphaScreen L3MBTL1–H3K9me1 peptide binding; Potency, µM (top dose mostly 57.1 µM), without a hit: at the highest dose activity, negative = inhibition, most hits filed as inhibitors; hit rate 0.66% among 230,000; note: % is set by controls: 0 for no effect and ±100 for the full control effect; nearly all actives have a fitted effect of over 60% in size
# Target sequence (Q9Y468 whole entry, looked up): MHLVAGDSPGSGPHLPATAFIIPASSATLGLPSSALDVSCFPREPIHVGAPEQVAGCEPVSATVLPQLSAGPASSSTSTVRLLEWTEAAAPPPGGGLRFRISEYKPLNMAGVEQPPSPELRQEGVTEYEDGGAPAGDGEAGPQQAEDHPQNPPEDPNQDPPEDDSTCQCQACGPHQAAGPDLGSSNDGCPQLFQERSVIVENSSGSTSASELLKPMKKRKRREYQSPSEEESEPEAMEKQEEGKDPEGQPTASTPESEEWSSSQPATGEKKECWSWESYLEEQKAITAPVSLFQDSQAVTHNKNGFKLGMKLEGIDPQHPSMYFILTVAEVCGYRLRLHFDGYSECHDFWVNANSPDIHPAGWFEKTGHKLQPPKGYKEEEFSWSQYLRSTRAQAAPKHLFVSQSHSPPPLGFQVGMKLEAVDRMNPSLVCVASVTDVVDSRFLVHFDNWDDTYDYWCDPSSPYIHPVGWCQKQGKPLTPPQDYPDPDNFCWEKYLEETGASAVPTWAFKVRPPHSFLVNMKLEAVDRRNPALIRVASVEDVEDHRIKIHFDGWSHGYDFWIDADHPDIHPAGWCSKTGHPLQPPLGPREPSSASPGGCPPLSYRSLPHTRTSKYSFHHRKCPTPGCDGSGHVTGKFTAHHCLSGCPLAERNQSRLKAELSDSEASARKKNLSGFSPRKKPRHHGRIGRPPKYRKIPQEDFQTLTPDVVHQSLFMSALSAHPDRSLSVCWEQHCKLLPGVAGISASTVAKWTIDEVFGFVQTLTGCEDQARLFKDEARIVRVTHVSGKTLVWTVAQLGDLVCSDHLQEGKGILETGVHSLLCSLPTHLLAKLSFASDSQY
#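 Read-out is AlphaScreen signal from streptavidin donor and nickel chelate acceptor beads (10 ug/mL final each) bridging L3MBTL1 (50 nM) and biotinylated K9-monomethylated H3(1-15) peptide (75 nM), after 30 min compound exposure at room temperature.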
# RECQ1 helicase = qHTS Assay for Inhibitors of RecQ-Like Dna Helicase 1 (RECQ1). AID 2549, 2010. hit rate 0.54% among 240,000. RECQ1 DNA unwinding, red fluorescence kinetic read. Potency, µM (top dose mostly 57.3 µM), for inactives: at the highest dose activity, negative = inhibition, actives largely listed as inhibitors. ATP-dependent DNA helicase Q1 (Homo sapiens), P46063;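 note: plate controls were vehicle for no effect and no enzyme for full effect; nearly all actives have a fitted effect of over 30% in size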
#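 RECQ1T1 50 nM; forked duplex (20 bp + 30-nt ss tails) 200 nM, ATP 2 mM final; pH 8.0, 2 mM MgCl2, 2.5 ug/ml poly(dI-dC); 15 min compound preincubation; discontinuous kinetic read over 2 h at RT.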
# Lamin A splicing = qHTS Assay for Modulators of Lamin A Splicing | HeLa LMNA splicing GFP/RFP minigene ratio, 48 h | Potency, µM (series often up to 46.1 µM), for inactives: at the highest dose ratio change, negative = inhibition, usual class: inhibitors | hit rate 0.01% among 200,000; active = well fitted inhibition curve with a large enough effect in the signal ratio, with a control signal flat, not every such curve was filed as active; inconclusive = small, poorly fitted or top-dose-only effect, or effect the other way, or a change in a side signal; the % refers to the signal ratio; note: % is set by controls: 0 for no effect and ±100 for the full control effect
#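 Read-out is the ratio of GFP to DsRed2 object intensity, acquired by 488 nm laser-scanning cytometry on HeLa lamin A-EGFP minigene reporter cells. Compound incubation 48 hrs at 37 °C in Opti-MEM with 2% FBS; DMSO 0.5% final.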
# SMN2 splice up = qHTS Assay for Enhancers of SMN2 Splice Variant Expression; HEK293 SMN2-luciferase splicing reporter, luminescence, 30-36 h; Potency, µM (highest dose often 46.1 µM), without a hit: at the top dose activity change, positive = activation, actives largely listed as activators; hit rate 2.8% among 210,000; note: % of control where 0% means no effect; nearly all actives have a fitted effect of over 55% in size
#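 qHTS luciferase splicing reporter: luminescence rises when SMN2 exon 7 is included in transfected HEK293 cells. Compound exposure lasted 30-36 h at 37C, with 4.5 mM final sodium butyrate as control, followed by a ONE-Glo read.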
# Tau fibril ThT = qHTS for Inhibitors of Tau Fibril Formation, Thioflavin T Binding; Microtubule-associated protein tau (Homo sapiens), P10636; recombinant tau K18 P301L (four-repeat tau fragment), heparin-induced fibrillization, ThT fluorescence; Potency, µM (titrated, usually from 57.4 µM), for the others: at the highest dose activity, negative = inhibition, most hits filed as inhibitors; hit rate 2.1% among 270,000; note: % is set by controls: 0 for no effect and ±100 for the full control effect; nearly all actives have a fitted effect of over 55% in size
# Target sequence (P10636 561-689 P618L limits assumed): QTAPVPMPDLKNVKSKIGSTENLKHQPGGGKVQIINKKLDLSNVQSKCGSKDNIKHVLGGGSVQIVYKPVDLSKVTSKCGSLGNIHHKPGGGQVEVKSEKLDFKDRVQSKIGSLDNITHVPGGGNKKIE
#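 K18 P301L tau (15 uM + 0.24 uM Alexa 594-tagged), heparin 20 uM, NaOAc pH 7, 6 h 37 C; ThT 30 uM, 1 h RT, ex 450/em 510 nm.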
# An asterisk follows results filed as active; i = inactive; u = inconclusive; x = no result given; & = joins results of further samples; [ ] = dose if it differs, or a comment. Unless noted, calls come from the whole dose curve; as a rule, active = well fitted curve in the direction sought with a large enough effect; inconclusive = small, poorly fitted or top-dose-only effect, or another doubt; inactive = no such curve, though single readings can be large; an effect the other way counts as inactive or inconclusive. Potency is the fitted concentration of half-maximal effect.
mol	Luc counter	ALDH1A1 inh	KDM4E inh	L3MBTL1 inh	RECQ1 helicase	Lamin A splicing	SMN2 splice up	Tau fibril ThT
O=C(O)C1C2C=CC(C2)C1C(=O)Nc1cccc(F)c1 (stereo unspecified)	10%	-2%	6%	15%	-1%	12%	-10%	4%
Cc1cc(C)nc(SCCC(=O)N(C)C)n1	-2%	3%	0%	x	-1%	15%	15%	-8%
O=C(CNC(=O)c1ccco1)NCC(=O)OC(C(=O)c1ccccc1)c1ccc(Cl)cc1 (stereo unspecified)	2%	u	-5%	u	-5%	-10%	-25%	2%
COc1cc2c(C(=O)N3CCN(C4CCCCC4)CC3)cn(CC(C)C)c(=O)c2cc1OC	-3%	22µM*	-13%	4%	-12%	2%	-11%	-12%
CNC(=O)NC(=S)NC(=O)c1cccc(Cl)c1	-1%	u	u	4%	i	-16%[9.22 µM]	-3%	0%
Cn1cc([N+](=O)[O-])c(C(=O)Nc2ccc3c(c2)OCCO3)n1	u	u	3%	-1%	-5%	u	14%	2%
CCOc1ccc(CNc2ccc3c(c2)ncn3C)cc1	0%	u	u	-25%	-4%	-4%	5%	u
CCOc1ccc(C(=O)N2CCSC2=S)cc1	8%	u	8%	-3%	-1%	-3%	-44%[inhibitor]	u
C=C(C)C(=O)OC1(C(F)(F)F)Oc2cc(C)ccc2NC1=O (stereo unspecified)	11%	2%	-1%	-5%	i	u	4%	16µM*
C=CCNC(=O)c1sc(SC)cc1-c1ccc(Cl)cc1	5%	u	-2%	25%	-2%	-12%	-13%	u
CCCCCCCCCC(=O)N[C@H](CN1CCOCC1)[C@H](O)c1ccccc1	-3%	-1%&1%	-6%	x	18%	x	-7%&-3%	-1%&5%
Cc1ccc(OCC(=O)Nc2cccc(S(=O)(=O)N3CCCCCC3)c2)c([N+](=O)[O-])n1	1%	u	-11%	-14%	i	-10%[46 µM]	-42%[inhibitor]	-12%
O=[N+]([O-])c1ccc(O)c(C=Nc2ccc3c(c2)OCCO3)c1	-21%	u	3%	-1%	2%	1%	-46%[inhibitor]	1%
COc1ccc(S(=O)(=O)N2CCN(C(=O)NCc3ccccc3)CC2)cc1	3%	-3%	5%	1%	-5%	-9%	-8%	6%
COCC(=O)Nc1cc([N+](=O)[O-])ccc1C	0%	3%	3%	7%	-4%	13%[0.0737 µM]	9%	-5%
Cc1cc(N/C=C/C(=O)c2cccc3ccccc23)no1	0%	-10%	2%	-2%	-2%	-5%	-8%	-12%
Cc1ccc(S(=O)(=O)N2CCCCC2C(=O)Nc2nncs2)cc1 (stereo unspecified)	x	u	u	1%	-4%	-8%[46 µM]	x	u
CCN(CC)CC(O)Cn1c(-c2ccccc2Cl)nc2ccccc21 (stereo unspecified)	x	x	-2%	-4%	-1%	x	x	-7%
COc1ccc(NC(=O)OC(C)C)cc1	-17%	-1%	8%	2%	-4%	20%	11µM*	-6%
CCc1nc2ccccc2c(C(=O)OCC(=O)Nc2cccc(S(=O)(=O)NC3=NCCCCC3)c2)c1C	x	x	0%	-13%	-12%	x	x	-12%
CCc1ccc(N/C(N)=N/c2nc(CSc3ccccn3)cc(=O)[nH]2)cc1	2%	-14%	-1%	15%	i	x	x	-9%
C=C(C)C1Cc2nc(N)nc(C)c2C1 (stereo unspecified)	-7%	u	u	-7%	-13%	5%	-8%	3%
CC(=O)N1CCC(N(CCN2CCOCC2)C(=S)Nc2cc(C)cc(C)c2)CC1	1%	4%	u	8%	-3%	10%[46 µM]	11%	0%
O=C(N/N=C/c1c(Cl)cccc1Cl)c1cccc(F)c1	-1%	9%	-7%	3%	-18%	7%	-3%	-9%
Cc1cc(O)c(C(C)C)cc1N=Nc1ccccc1C(=O)O	x	x	-6%	-9%	-22%	x	x	6.3µM*
Cc1occc1-c1nnc(SCc2nc3ccccc3c(=O)n2CC#N)n1C	-3%	-1%	-9%	-7%	-7%	0%	-8%	-12%
Nn1c(SCC(=O)Nc2ccc(F)cc2)nnc1-c1ccccn1	-2%	u	0%	-77%	-1%	u	14%	-14%
CC(=O)Nc1ccc(N=Nc2c(C)[nH]n(C(N)=S)c2=O)cc1	1%	u	-4%	x	-2%	x	43%	8.9µM*
O=C(/C=C/c1ccc(S(=O)(=O)N2CCOCC2)cc1)NC(=S)Nc1ccc(Cl)cc1Cl	1%	1.1µM*	12%	0%	i	u	-17%	u
Cc1cc(C)n(-c2ncnc3c2oc2ccccc23)n1	14%	6%	-6%	0%	-5%	-2%	-7%	0%

# Next section:
# The line under a structure holds: Luc counter | ALDH1A1 inh | KDM4E inh | L3MBTL1 inh | RECQ1 helicase | Lamin A splicing | SMN2 splice up | Tau fibril ThT
- CC(C)(C)NCC(=O)c1c[nH]c2ccccc12
    -8% | 18µM* | 1% | -3% | 1% | -15% | -49%[inhibitor] | 8%
- COc1ccc(OC)c(C(=O)COC(=O)c2cc(C)oc2C)c1
    -2% | u | u | 10% | -14% | -3% | 9% | -18%
- CC1(C)CN(c2ccc(Br)cc2Br)C1=O
    2% | 0% | -2% | 12% | i | -8%[46 µM] | -5% | -7%
- CC(C)C(=O)NC(=S)Nc1ccc(S(=O)(=O)Nc2ccccc2)cc1
    0% | u | -1% | 9% | i | u | u | 4%
- O=C(N/N=C/c1ccc(OCCCF)cc1)c1cc(OCC(F)(F)F)ccc1OCC(F)(F)F
    -2% | -7% | -9% | 0% | -20% | 6% | 10% | -16%
- COCCNC(=O)c1cc(Br)ccc1Cl
    1% | 3% | 0% | -10% | i | -2% | -6% | 2%
- CCCC1CC(CSc2ncn[nH]2)OC1=O (stereo unspecified)
    -2% | 8% | -11% | -1% | -4% | -5% | 6% | 4%
- CC1(C)C2CCC1(C)C(OCCNCCOC(=O)Nc1ccccc1)C2 (stereo unspecified)
    x | x | -7% | -5% | 0% | x | x | -10%
- COc1ccc(NC(=S)N2CCC(N(C)CCN3CCOCC3)CC2)cc1Cl
    1% | 11% | 1% | 7% | -14% | -10% | -98%[inhibitor][1.84 µM] | -5%
- COc1ccc(/C=N/NC(=O)c2ccc(N(C)S(=O)(=O)c3ccccc3)cc2)cc1
    2% | u | u | x | -8% | u | -30% | -9%

# Part of the list above, set out differently:
CCCC1CC(CSc2ncn[nH]2)OC1=O (stereo unspecified)
- Luc counter: -2%
- ALDH1A1 inh: 8%
- KDM4E inh: -11%
- L3MBTL1 inh: -1%
- RECQ1 helicase: -4%
- Lamin A splicing: -5%
- SMN2 splice up: 6%
- Tau fibril ThT: 4%

CC1(C)C2CCC1(C)C(OCCNCCOC(=O)Nc1ccccc1)C2 (stereo unspecified)
- Luc counter: x
- ALDH1A1 inh: x
- KDM4E inh: -7%
- L3MBTL1 inh: -5%
- RECQ1 helicase: 0%
- Lamin A splicing: x
- SMN2 splice up: x
- Tau fibril ThT: -10%

COc1ccc(NC(=S)N2CCC(N(C)CCN3CCOCC3)CC2)cc1Cl
- Luc counter: 1%
- ALDH1A1 inh: 11%
- KDM4E inh: 1%
- L3MBTL1 inh: 7%
- RECQ1 helicase: -14%
- Lamin A splicing: -10%
- SMN2 splice up: -98%[inhibitor][1.84 µM]
- Tau fibril ThT: -5%

COc1ccc(/C=N/NC(=O)c2ccc(N(C)S(=O)(=O)c3ccccc3)cc2)cc1
- Luc counter: 2%
- ALDH1A1 inh: u
- KDM4E inh: u
- L3MBTL1 inh: x
- RECQ1 helicase: -8%
- Lamin A splicing: u
- SMN2 splice up: -30%
- Tau fibril ThT: -9%

# Next compounds follow:
# The line under a structure holds: Luc counter | ALDH1A1 inh | KDM4E inh | L3MBTL1 inh | RECQ1 helicase | Lamin A splicing | SMN2 splice up | Tau fibril ThT
- COc1ccc(NC(=O)C(CC(=O)O)Cc2ccc(C)cc2)cc1 (stereo unspecified)
    0% | 8% | 10% | 13% | i | x | -3% | -3%
- Cc1cc(/C=N/NC(=O)c2cccnc2)c(C)n1CC(C)C
    -2% | u | -24% | -5%[11.4 µM] | i | x | u | -11%
- Nc1cc(=O)[nH]c(SCC(=O)Nc2ccc(S(=O)(=O)N3CCOCC3)cc2)n1
    -4% | u | 2% | -1% | -1% | -1% | -18% | -8%
- CCOC(=O)C(C)Sc1nnc(CSc2nc3nc(C)cc(C)n3n2)o1 (stereo unspecified)
    1% | 13% | -4% | 0% | -1% | 7% | -4% | 0%
- Cc1ccc2c(COC(=O)c3n[nH]c4ccccc34)cc(=O)oc2c1
    -7% | u | u | 5% | -3% | -8% | x | u
- Nc1nc(SCc2ccc(Cl)cc2Cl)nc2nc3c(cc12)CCCC3
    -9% | 3% | u | -4% | -6% | u | -2% | -13%
- Cc1cc(C)cc(NC(=O)CSc2nc3c(c(=O)[nH]2)CN(Cc2ccc(F)cc2)CC3)c1
    -1% | -2% | 5% | 7% | -14% | u | -7% | u
- CC(C)Cn1c(-c2cccs2)nc2nc3ccccc3nc21
    -3% | u | u | x | 11% | -11% | -1% | -18%
- O=C1C=C(NCc2ccc(Cl)c(Cl)c2)C2(CCCCC2)O1
    -4% | u | 6% | 10% | -10% | u | -15% | -7%
- O=C(CSc1ncc(-c2ccc(F)cc2)[nH]1)N1CCCCC1
    -2% | -8% | -14% | 1% | -4% | -1% | 11µM* | -8%
- COC(Cc1nnc(SC)n1-c1ccccc1)OC
    -5% | -2% | -1% | -3% | i | 17% | -10% | 2%
- O=C(Cn1cc(C(F)(F)F)ccc1=O)Nc1cccc(S(=O)(=O)N2CCOCC2)c1
    5% | 2% | 2% | 9% | -2% | 6% | -10% | -7%
- Cc1cccc(OCC(=O)N2CCC(N3CCCCCC3)CC2)c1
    -3% | 0% | -8% | 0% | i | 3% | 18% | -11%

# This is a subset; rates above refer to the full screens.
